Assay outcomes from PubChem.
D1 antag: Antagonist of Human D 1 Dopamine Receptor: qHTS; HEK293 TREx D1 cells, calcium flux, dopamine EC80; stronger effect = lower value; AID 504652, 2011; actives 3.2% (n = 360,000); activity change, negative = inhibition, % at 10 µM; D(1A) dopamine receptor (Homo sapiens), P21728; in the data active = activity change below about -30%; also: % is scaled to controls: 0 for no effect and ±100 for the full control effect
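Calcium flux readout: force-coupled, inducible Hek293 Trex D1 line, cells induced overnight at 30 C with tetracycline, dye-loaded 30–90 min at RT. Antagonism scored against EC80 dopamine challenge given 180 s after compound.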
Glioma ERSR ind: qHTS for Inducers of the Endoplasmic Reticulum Stress Response (ERSR) in Human Glioma: qHTS. U87-MG GRP78 promoter luciferase reporter, 16 h. Potency, µM, for the others: at the top dose activation, most hits filed as activators. actives 0.02% (n = 420,000). AID 602332, 2012; also: potency is read from the fitted curve at half-maximal effect; series mostly up to about 76 µM; % of control where 0% means no effect; nearly all actives have a fitted effect of over 35% in size
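Stably transfected U87-MG glioma cells carrying a GRP78-based luciferase sensor; 16 h compound incubation. Luminescence end-point read 10 min after Bright-Glo addition at room temperature.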
D1 ag: Allosteric Agonists of the Human D1 Dopamine Receptor: qHTS | D(1A) dopamine receptor (Homo sapiens), P21728 | HEK293 T-REx D1 cells, calcium flux, agonist mode | activation, % at 2 µM | actives 1% (n = 360,000) | AID 504660, 2011; in the data active = activation above about 30%; also: 0% is about no effect
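Agonism was scored from calcium flux recorded over 180 s (1 read/s) after pintool compound addition, following a 10-cycle baseline. Cells were inducible force-coupled HEK293 TREx D1, plated overnight at 30 C and loaded with no-wash calcium dye.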
Vif-A3G inh: qHTS for Inhibitors of Vif-A3G Interactions: qHTS; DNA dC->dU-editing enzyme APOBEC-3G (Homo sapiens), Q9HC16; HeLa A3G-eYFP + Vif (tagged APOBEC3G with the HIV-1 protein that degrades it), YFP fluorescence, overnight; Potency, µM (doses to about 46.1 µM), for the others: top-dose activity, negative = active, most hits filed as inhibitors; actives 0.076% (n = 410,000); AID 602310, 2012;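 also: potency is read from the fitted curve at half-maximal effect; % is scaled to controls: 0 for no effect and ±100 for the full control effect; nearly all actives have a fitted effect of over 60% in size; hits raise eYFP signal because A3G escapes Vif-driven loss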
Target sequence (Q9HC16 whole entry, looked up): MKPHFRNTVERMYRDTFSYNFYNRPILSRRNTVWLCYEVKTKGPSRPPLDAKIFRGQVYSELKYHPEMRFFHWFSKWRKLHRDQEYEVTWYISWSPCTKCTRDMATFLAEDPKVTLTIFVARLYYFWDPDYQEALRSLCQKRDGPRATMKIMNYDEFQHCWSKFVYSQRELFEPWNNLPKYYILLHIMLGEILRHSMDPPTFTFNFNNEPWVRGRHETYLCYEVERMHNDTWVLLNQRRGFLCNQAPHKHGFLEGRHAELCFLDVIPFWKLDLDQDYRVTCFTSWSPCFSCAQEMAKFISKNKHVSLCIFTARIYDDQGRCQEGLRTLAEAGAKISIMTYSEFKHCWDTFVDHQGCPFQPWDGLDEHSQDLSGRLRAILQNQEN
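HeLa cells stably expressing Vif and C-terminally eYFP-tagged A3G, seeded overnight at 37 deg C, then exposed to compound by pintool overnight at 37 deg C. Rise in yellow fluorescence (Ex 488/Em 500-530, Acumen) marks blocked Vif-driven A3G degradation.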
Vif-APOBEC3F blk: qHTS for Inhibitors of Vif-A3F Interactions: qHTS; HeLa A3F-eYFP + Vif (tagged APOBEC3F with the HIV-1 protein that degrades it), YFP fluorescence increase; Potency, µM (titrated, usually from 46.1 µM), inactives show at the top dose activity, negative = active; actives 0.2% (n = 390,000); also: potency is read from the fitted curve at half-maximal effect; % of control where 0% means no effect; nearly all actives have a fitted effect of over 65% in size
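HeLa cells stably expressing Vif plus C-terminally eYFP-tagged A3F were seeded, incubated overnight at 37 deg C, dosed with compound, incubated overnight again at 37 deg C. Yellow fluorescence (Ex 488/Em 500-530) reported blocked Vif-mediated A3F-eYFP degradation.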
D1 PAM: Potentiators of Human D1 Dopamine Receptor: qHTS. AID 504651, 2011. potentiation, % at 10 µM. actives 0.036% (n = 360,000). HEK293 TREx D1 cells, calcium flux, dopamine EC20 potentiation; in the data active = potentiation above about 30%; also: 0% is about no effect
LDHA block: qHTS assay for inhibitors of human lactate dehydrogenase; L-lactate dehydrogenase A chain (Homo sapiens), P00338; purified LDHA, NADH/diaphorase-resazurin fluorescence; stronger effect = lower value; activity change, % (values are at about 110 or 230 µM); actives 0.15% (n = 480,000); in the data active = activity change below about -30%; inconclusive = mostly about -25% to -30%;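 also: plate controls were DMSO wells for no effect and wells without enzyme for full effect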
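Enzyme activity of human lactate dehydrogenase 5 (2 nM; 0.06 mM NADH, 0.2 mM pyruvate, 5 min, RT) is measured via a resazurin/diaphorase fluorescence readout of residual NADH.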
D2 potentiator: HTS Assay for Positive Allosteric Modulators of the Human D2 Dopamine Receptor: Primary Screen for Potentiators | HEK293 T-REx D2, calcium flux, EC20 dopamine potentiation | potentiation, % at 10 µM | actives 0.34% (n = 340,000) | AID 485347, 2010;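 active = potentiation over 3 SD above the plate norm, cut at about 30% in these data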; also: 0% is about no effect
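Cells plated with tetracycline inducer and held overnight at 30 C; calcium dye loaded 30–90 min at room temperature; baseline taken, compound added and read 180 s; EC20 dopamine then added and read 180 s.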
RXFP1 agonist: qHTS Assay for Agonists of the Relaxin Receptor RXFP1; HEK293T-RXFP1 cAMP TR-FRET, 30 min; response scale: percent of porcine relaxin response, buffer zero; Potency, µM (doses to about 57.5 µM), for the others: top-dose activation, hits mostly activators; actives 0.3% (n = 370,000); AID 2676, 2010; also: potency is read from the fitted curve at half-maximal effect; % is scaled to controls: 0 for no effect and ±100 for the full control effect; nearly all actives have a fitted effect of over 60% in size; many of its hits are not listed in these tables
Target sequence (Q9HBX9 whole entry, looked up): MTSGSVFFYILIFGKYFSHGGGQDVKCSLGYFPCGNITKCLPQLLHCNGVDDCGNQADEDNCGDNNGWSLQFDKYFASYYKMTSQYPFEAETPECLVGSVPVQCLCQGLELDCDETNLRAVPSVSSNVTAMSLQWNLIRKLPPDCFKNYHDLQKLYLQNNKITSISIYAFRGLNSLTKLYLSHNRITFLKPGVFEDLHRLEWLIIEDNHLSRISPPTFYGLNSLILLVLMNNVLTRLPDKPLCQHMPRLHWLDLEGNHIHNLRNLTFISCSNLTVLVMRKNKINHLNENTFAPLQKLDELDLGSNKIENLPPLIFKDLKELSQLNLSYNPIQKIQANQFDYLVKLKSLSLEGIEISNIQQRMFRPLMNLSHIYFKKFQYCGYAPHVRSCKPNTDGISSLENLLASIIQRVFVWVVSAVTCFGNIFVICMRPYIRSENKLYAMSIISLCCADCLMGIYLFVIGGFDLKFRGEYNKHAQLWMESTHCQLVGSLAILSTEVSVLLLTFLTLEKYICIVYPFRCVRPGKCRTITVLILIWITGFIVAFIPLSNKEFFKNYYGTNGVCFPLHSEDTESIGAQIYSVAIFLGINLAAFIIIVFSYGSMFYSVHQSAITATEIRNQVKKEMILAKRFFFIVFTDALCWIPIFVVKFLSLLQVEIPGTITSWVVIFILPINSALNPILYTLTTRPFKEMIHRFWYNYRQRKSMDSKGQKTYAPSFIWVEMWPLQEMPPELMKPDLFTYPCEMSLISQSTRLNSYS
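HEK293T cells stably expressing RXFP1 were pretreated with the PDE4 inhibitor Ro 20174, exposed to compounds for 30 min at 37C, lysed, and cAMP was read by TR-FRET. Data normalized to buffer (basal) and 29 nM porcine relaxin (100%).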
* = called active by the depositor; ? = inconclusive; · = not tested or not shown; & = joins results of further samples. Unless noted, calls follow the shape of the dose curve; as a rule, active = well fitted curve in the direction sought with a large enough effect; inconclusive = small, poorly fitted or top-dose-only effect, or another doubt; inactive = no such curve, though single readings can be large; an effect the other way counts as inactive or inconclusive.

SMILES	D1 antag	Glioma ERSR ind	D1 ag	Vif-A3G inh	Vif-APOBEC3F blk	D1 PAM	LDHA block	D2 potentiator	RXFP1 agonist
CC(NS(=O)(=O)c1ccc(Cl)cc1)C(=O)Nc1ccc2c(c1)OCCO2 (centres undefined)	-8	-5%	-1	0%	12%	-2	-3	-12	0.6%
O=C(NCCCN1CCc2ccccc2C1)Nc1ccc(Cl)cc1	-11	-1%	9	2%	-14%	-9	-5	-20	-3.9%
CCOC(=O)Cc1ccc(NC(=O)Nc2c[nH]c(=O)[nH]c2=O)cc1	0	-2%	2	3%	0%	0	-12	11	-1.6%
COC(=O)c1ccc(CSc2nc3ccccc3c(=O)n2Cc2ccco2)o1	2	-1%	4	1%	-8%	-3	-6	4	0.6%
C/C(CC(=O)Nc1ccccn1)=N\NC(=O)c1ccccc1	0	·	3	·	·	-7	·	8	-0.9%
Cc1cc(OCc2cn(CC(=O)c3ccc(O)cc3)nn2)ccc1[N+](=O)[O-]	·	0%	·	-5%	4%	·	-5	·	·
CCCCCCCCCCOC(=O)C[N+](C)(C)C/C=C(/C)Cl	-4	0%	55*	4%	0%	-3	2	-5	3.0%
CC(=O)N1N=C(c2ccccc2)CC1c1cn(Cc2ccccc2)c2ccccc12 (centres undefined)	-9	-5%	4	-14%	-3%	-1	-5	10	-0.1%
CCOc1ccc(N=C(NN)c2ccc3ccccc3n2)cc1	-1	-15%	-1	-3%	?	-1	14	-10	1.6%
CC(C)CCNC(=O)CNC(=S)N(CCCN1CCOCC1)Cc1cccs1	6	-3%	0	1%	2%	-1	-1	0	4.6%
O=C(COc1ccccc1)NC1CCCCC1	2	-2%	1	0%	-37%	-2	5	-4	6.0%
Cc1ccc(N2C(=O)N(CC(=O)N(C)Cc3ccccc3)C(=O)C2C)cc1 (centres undefined)	-55*	-2%	39*	1%	-15%	-1	-4	0	-3.0%
O=C(CN1C(=O)NC2(CCc3ccccc32)C1=O)NCc1ccc(F)cc1 (centres undefined)	9	0%	-1	2%	-10%	0	-2	12	-1.6%
CC1=CC=CN2CC(O)CN=C12 (centres undefined)	24	-3%	3	0%	-4%	-7	-2	23	0.8%
CCOc1cccc(C(=O)Nc2nnc(-c3ccco3)s2)c1	10	-12%	0	-6%	-7%	5	3	14	6.0%
Cc1cc(C)nc(/N=C(/NC(=O)Nc2ccc(Cl)c(Cl)c2)Nc2cccc(Cl)c2)n1	0	-3%	1	-4%	13%	-3	-14	·	0.2%
Cc1cccc(-c2nc3c4ccccc4nc(N4CCN(c5cc(C)ccc5C)CC4)n3n2)c1	-7	-2%	2	3%	0%	-8	3	-6	27%
COc1ccc(CNC(=O)C(=O)NCCC2CCCCN2S(=O)(=O)c2ccc(C)cc2)cc1 (centres undefined)	-2	-3%	2	-2%	3%	-4	-1	0	-0.4%
O=C(N/N=C/c1ccncc1)/C(=C/c1ccccc1)NC(=O)c1ccccc1	-2	1%	0	-2%	0%	-2	-3	0	0.0%
CCCn1c(SCC(=O)Nc2cccc(S(=O)(=O)N(C)C)c2)nc2ccccc2c1=O	-4	4%	2	-3%	-17%	-9	-2	-11	-0.8%
Cc1ccccc1NC(=O)c1nc[nH]c1C(=O)NCc1ccccc1	-1	-2%	2	2%	-2%	-6	-4	11	-1.0%
CC(C)(C)N(Cc1cc2ccccc2[nH]c1=O)C(=O)C1CCCCC1	-1	-3%	-1	1%	-19%	-4	-1	16	0.1%
CCOC(=O)c1cc2c(=O)n3ccccc3nc2n(C(C)C)c1=NC(=O)C(C)(C)Oc1ccc(Cl)cc1	-40*	-1%	-1	-4%	1%	-1	-3	5	-0.1%
Cc1ccccc1N=Cc1cc2c(cc1O)OC(N)=C(C#N)C2c1ccccc1 (centres undefined)	-11	-6%	3	-24%	-27%	-8	19	-1	2.2%
Cc1ccc(-n2nnnc2SCC(=O)c2cc(C)n(-c3cc(C)on3)c2C)c(C)c1	2	2%	0	-27%	-11%	2	0	9	-0.6%

Quoted at random: 4 entries already listed.
SMILES	D1 antag	Glioma ERSR ind	D1 ag	Vif-A3G inh	Vif-APOBEC3F blk	D1 PAM	LDHA block	D2 potentiator	RXFP1 agonist
CCOC(=O)Cc1ccc(NC(=O)Nc2c[nH]c(=O)[nH]c2=O)cc1	0	-2%	2	3%	0%	0	-12	11	-1.6%
Cc1ccc(-n2nnnc2SCC(=O)c2cc(C)n(-c3cc(C)on3)c2C)c(C)c1	2	2%	0	-27%	-11%	2	0	9	-0.6%
O=C(NCCCN1CCc2ccccc2C1)Nc1ccc(Cl)cc1	-11	-1%	9	2%	-14%	-9	-5	-20	-3.9%
CCOc1cccc(C(=O)Nc2nnc(-c3ccco3)s2)c1	10	-12%	0	-6%	-7%	5	3	14	6.0%

Going on with the list:
SMILES	D1 antag	Glioma ERSR ind	D1 ag	Vif-A3G inh	Vif-APOBEC3F blk	D1 PAM	LDHA block	D2 potentiator	RXFP1 agonist
CCN(c1ccccc1)S(=O)(=O)c1ccc(Cl)c(NC(=O)CN2CCN(C)CC2)c1	6	-6%	8	-6%	0%	·	0	9	-0.8%
Cc1ccc2oc(-c3cccc(NC(=S)NC(=O)c4cccs4)c3)nc2c1	-1	4%	3	-1%	3%	-4	-7	5	1.7%
CSc1nc(NC(C)=O)nc(C)c1Br	19	-2%	-2	-5%	-8%	4	-5	-10	1.0%
CC(C)CCC(CCN1CCOCC1)c1ccc2c(c1)OCO2 (centres undefined)	-7	-1%	2	0%	?	4	2	3	1.5%
O=C(CSc1ccc(S(=O)(=O)N2CCOCC2)cn1)Nc1ccc(OC(F)F)cc1	-27	-4%	8	3%	-2%	-14	-14	-11	11%
Cc1ccc(-n2ncc3c(Nc4ccc5c(c4)OCCO5)ncnc32)cc1Cl	-23	-3%	-3	4%	-3%	-3	-8	10	-3.2%
CCn1c(=N)c(C(=O)NCc2ccccc2)cc2c(=O)n3cccc(C)c3nc21	4	-1%	-3	-2%	-8%	2	-7	12	18%
CC1(C)Cc2c(sc(NC(=O)c3ccccc3)c2C(=O)O)CO1	-19	-1%	3	0%	6%	-3	-18	2	-0.5%
Cn1c(NCCCO)nc2ccccc21	1	0%	2	-1%	-3%	0	0	-11	2.6%
CC12CC3CC(C)(C1)CC(C(=O)NC(=S)N1CCOCC1)(C3)C2	20	-2%	1	10µM*	2%	0	-7	2	1.7%
Cc1ccc(OCC(=O)Nc2cccc3ccccc23)c([N+](=O)[O-])n1	·	1%	·	0%	3%	·	7	·	·
O=C(Nc1ccc(Cl)cc1)NN1CC(=O)N(c2cccc(C(F)(F)F)c2)CC1=O	-22	-3%	5	1%	9%	-1	-1	0	0.0%
Cc1ccc(-c2noc(C3CCCN(C(=O)c4c(F)cccc4F)C3)n2)cc1 (centres undefined)	-10	2%	3	2%	-7%	-3	1	-6	-0.7%
Cc1n[nH]c2c([N+](=O)[O-])c(=O)[nH]c(=O)n12	·	-7%	·	-2%	6%	·	-6	·	·
NNS(=O)(=O)c1ccc(N2CCCC2=O)c([N+](=O)[O-])c1	4	0%	7	0%	2%	3	5	-4	1.7%
O=C(CSc1nnc2ccccn12)Nc1ccccc1C(=O)NC1CC1	5	-6%	2	1%	-3%	-2	-2	3	5.4%
COc1ccc(NC(=O)CSc2ccc3nnc(CCNC(=O)c4ccccc4)n3n2)cc1	-18	0%	3	1%	14%	-10	-2	-3	21%
CCCCNc1ccc(-c2nc(-c3ccccc3)no2)cc1[N+](=O)[O-]	1	2%	2	-4%	3%	-1	-1	2	-2.5%
Cc1cc(=O)[nH]c(SCC(=O)Nc2nc(-c3ccccc3)cs2)n1	0	1%	2	0%	-7%	1	-15	9	-0.6%
COc1ccc(CNC(=O)CN2CCN(S(=O)(=O)c3ccccc3)CC2)cc1	-18	-2%	1	1%	5%	2	-5	2	-1.3%
O=C(CCc1ccc(S(=O)(=O)NCc2ccccc2)cc1)NCC1CCCO1 (centres undefined)	0	-1%	6	1%	-10%	2	-3	0	0.4%
Cc1ccc(NC(=O)CCN2C(=O)c3ccccc3S2(=O)=O)cc1C	-1	-2%	1	-1%	-4%	2	0&7	-6	2.5%
COc1cc([N+](=O)[O-])ccc1NC(=O)CSc1ccccn1	-11	·	8	·	·	-3	·	2	5.2%
S=C(NCCc1ccccc1)Nc1ccc(N2CCCCC2)cc1	-15	-1%	0	0%	-21%	-2	-6	·	-1.5%
Cc1cc(C)c(S(=O)(=O)NCCc2cc3c(C)ccc(C)c3[nH]c2=O)c(C)c1	15	-4%	-1	4%	3%	-2	0	19	22%

Other compounds:
SMILES	D1 antag	Glioma ERSR ind	D1 ag	Vif-A3G inh	Vif-APOBEC3F blk	D1 PAM	LDHA block	D2 potentiator	RXFP1 agonist
O=C(O)c1ccc(CSc2nnc(-c3ccncc3)n2CC2CCCO2)cc1 (centres undefined)	6	-2%	0	-5%	-14%	5	-2	7	-1.6%
CCOC(=O)c1sc(NC(NC(=O)c2ccco2)(C(=O)OC)C(F)(F)F)nc1C (centres undefined)	3	-3%	6	1%	-4%	-3	-7	0	-0.7%
COc1ccc(NC(=O)CCS(=O)(=O)c2ccc(Br)s2)cc1	-37*	-1%	0	1%	12%	-4	-8	·	1.3%
COc1ccccc1-c1nc(C(F)(F)F)c(OC)o1	4	0%	0	1%	8%	-1	-11	9	-0.9%
O=C1/C(=C/c2cccnc2)SC(=S)N1Cc1ccco1	·	-3%	·	?	-6%	·	5	·	·
COCCn1c(-c2ccccc2)nc(=S)c2c1CC(C)(C)OC2	-6	-4%	0	4%	3%	0	4	37*	2.7%
CC(Oc1ccccc1)C(=O)N1CCN(c2ccc(N3CCCCCC3)nn2)CC1 (centres undefined)	-12	-3%	-1	2%	1%	-9	-7	11	0.3%

The list is partial; rates above refer to the full screens.
